# Screening results: PubChem, National Center for Advancing Translational Sciences (NCATS)
# D1 PAM = human D1 dopamine receptor positive modulation; P21728; HEK293 TREx D1 cells, calcium flux, dopamine EC20 potentiation; potentiation, % at 10 µM; hit rate 0.036% among 360,000; AID 504651; in the data active = potentiation above about 30%; note: 0% is about no effect
# Target sequence (P21728 whole entry, looked up): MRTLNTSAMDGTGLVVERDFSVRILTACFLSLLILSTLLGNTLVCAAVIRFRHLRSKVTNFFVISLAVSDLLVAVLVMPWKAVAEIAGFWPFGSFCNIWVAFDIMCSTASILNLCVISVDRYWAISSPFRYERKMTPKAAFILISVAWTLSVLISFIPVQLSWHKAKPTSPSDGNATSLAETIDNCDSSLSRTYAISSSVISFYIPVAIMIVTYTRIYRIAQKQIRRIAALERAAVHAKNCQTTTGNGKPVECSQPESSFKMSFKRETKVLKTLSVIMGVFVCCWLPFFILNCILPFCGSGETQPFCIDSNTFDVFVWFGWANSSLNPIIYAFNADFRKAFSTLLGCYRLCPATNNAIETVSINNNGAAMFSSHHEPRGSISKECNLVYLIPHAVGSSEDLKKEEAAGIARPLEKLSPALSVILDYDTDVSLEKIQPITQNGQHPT
# D2 ag = activates the human D2 dopamine receptor; activation, % at 2 µM; HEK293 T-REx D2 cells, calcium flux agonist mode; AID 485358; P14416; hit rate 0.53% among 340,000;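 active = activation over 3 SD above normal in the single-dose calcium agonist read, cut at about 30% in these data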; note: 0% is about no effect
# Target sequence (P14416 whole entry, looked up): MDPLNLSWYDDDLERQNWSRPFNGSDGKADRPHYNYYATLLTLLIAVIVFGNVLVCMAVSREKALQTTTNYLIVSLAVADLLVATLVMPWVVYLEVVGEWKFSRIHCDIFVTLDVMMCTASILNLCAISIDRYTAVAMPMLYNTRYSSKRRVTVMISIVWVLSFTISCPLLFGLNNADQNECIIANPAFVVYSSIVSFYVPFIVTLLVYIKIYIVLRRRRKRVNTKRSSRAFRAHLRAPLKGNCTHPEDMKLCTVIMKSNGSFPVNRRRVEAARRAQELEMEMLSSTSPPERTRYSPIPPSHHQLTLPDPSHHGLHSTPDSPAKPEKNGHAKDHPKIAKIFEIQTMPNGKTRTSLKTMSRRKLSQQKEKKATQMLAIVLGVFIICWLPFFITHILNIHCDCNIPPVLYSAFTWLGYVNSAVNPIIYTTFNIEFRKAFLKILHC
#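 Agonism is scored from calcium flux in a force-coupled, inducible HEK293 cell line expressing D2, read kinetically for 180 s after compound addition against dopamine controls.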
# RXFP1 antag = antagonists of human relaxin receptor RXFP1 | Q9HBX9 | HEK293-RXFP1, relaxin-stimulated cAMP HTRF, 30 min; hits give low values | activity change, negative = inhibition, % at 57.5 µM | hit rate 0.59% among 350,000 | AID 1259400;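 active = activity change of -60% or lower, but not beyond a set lower limit; inconclusive = change between -60% and -40%, or beyond the set limit; inactive = change above -40%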; note: % is set by controls: 0 for no effect and ±100 for the full control effect
# D2 antag = D2 dopamine receptor (human) antagonism. P14416. inhibition, % at 10 µM. HEK293 TREx D2 cells, calcium flux, dopamine EC80. hit rate 2% among 340,000; in the data active = inhibition above about 30%; note: 0% is about no effect
#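 Dopamine at EC80 is the agonist stimulus; test compounds precede it by 180 s. Calcium flux read kinetically in a force-coupled, inducible HEK293 T-REx D2 cell line.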
# D1 agonist = activates the human D1 dopamine receptor. HEK293 T-REx D1 cells, calcium flux, agonist mode. hit rate 1% among 360,000. AID 504660. activation, % at 2 µM. P21728; in the data active = activation above about 30%; note: 0% is about no effect
#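 Tetracycline-induced HEK293 TREx D1 cells, force-coupled to calcium signalling, were dye-loaded with a no-wash calcium kit. Compound was pin-added after a 10 s baseline. Fluorescence was read kinetically at 1 cycle/s for 180 s, with calcium rises flagged as agonism.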
# D2 potentiator = positive allosteric modulators of human D2 dopamine receptor; HEK293 T-REx D2, calcium flux, EC20 dopamine potentiation; potentiation, % at 10 µM; hit rate 0.34% among 340,000; AID 485347;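 active = potentiation over 3 SD above the plate norm, cut at about 30% in these data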; note: 0% is about no effect
#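 Using a no-wash calcium dye in inducible, force-coupled HEK293 Trex cells expressing D2, we tracked fluorescence each second for 180 s after compound, then for 180 s after EC20 dopamine to detect augmented signalling.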
# RXFP1 agonist = RXFP1 (human) receptor agonism; Q9HBX9; HEK293T-RXFP1 cAMP TR-FRET, 30 min; response scale: percent of porcine relaxin response, buffer zero; Potency, µM (top dose mostly 57.5 µM), for inactives: at the highest dose activation, usual class: activators; hit rate 0.3% among 370,000; AID 2676; active = well fitted activation curve with a large enough effect; inconclusive = small, poorly fitted or top-dose-only effect; note: potency is the fitted concentration of half-maximal effect; % is set by controls: 0 for no effect and ±100 for the full control effect; nearly all actives have a fitted effect of over 60% in size; many of its hits are not listed in these tables
#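 HEK293T cells stably expressing RXFP1 were pretreated with the PDE4 inhibitor Ro 20174, exposed to compounds for 30 min at 37C, lysed, and cAMP was read by TR-FRET. Data normalized to buffer (basal) and 29 nM porcine relaxin (100%).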
# TRHR PAM = allosterically enhances the human TRH receptor. P34981. TRHR cells, fluo-8 calcium fluorescence, EC20 TRH enhancement. enhancement, % at 2 µM. hit rate 0.66% among 360,000. AID 493056; in the data active = enhancement above about 30%; note: 0% is about no effect
#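 TRHR-expressing cells loaded with fluo-8 calcium dye were read kinetically (ex 480/em 530) during compound addition, then stimulated with an EC20 of TRH (10 nM final). Enhancement of the Gq-mediated intracellular calcium response was scored.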
# D1 antag = human D1 dopamine receptor antagonism | HEK293 TREx D1 cells, calcium flux, dopamine EC80; hits give low values | P21728 | AID 504652 | hit rate 3.2% among 360,000 | activity change, negative = inhibition, % at 10 µM; in the data active = activity change below about -30%; note: % is set by controls: 0 for no effect and ±100 for the full control effect
#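 Tetracycline-induced HEK293 Trex D1 cells, force-coupled to calcium, dye-loaded; compounds added and read 180 s, then EC80 dopamine added and calcium flux tracked kinetically another 180 s.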
# An asterisk follows results filed as active; ? = inconclusive; . = not tested or not shown.
mol	D1 PAM	D2 ag	RXFP1 antag	D2 antag	D1 agonist	D2 potentiator	RXFP1 agonist	TRHR PAM	D1 antag
COc1cc([N+](=O)[O-])ccc1NC(=O)CN(C)C	3	-0.1	-6	3	0	6	0.0%	1	3
CCN1C(=O)C2(C(C#N)=C(N)Oc3cc(C)oc(=O)c32)c2ccccc21 (stereo not given)	-6	0.4	5	3	2	12	0.0%	1	5
Cc1cccc(C)c1NC(=O)Cn1c(=O)n(Cc2ccc3c(c2)OCO3)c(=O)c2oc3ccccc3c21	3	-0.8	-6	.	1	1	4.3%	-2	-4
CCCCOc1ccc(/C=N/NC(=S)Nc2cc(C)ccc2C)cc1	-1	-0.5	-5	2	2	0	-1.2%	-9	-5
O=C(N/N=C/c1ccoc1)c1ccccc1	-4	-0.1	-4	-9	-2	2	0.4%	5	-5
CCC(C)N(C(=O)COc1ccc(Cl)c2cccnc12)C1CCS(=O)(=O)C1 (stereo not given)	1	1.1	.	2	8	-7	1.2%	-1	-7
Cc1ccc(/C=N/n2c(-c3ccncc3)n[nH]c2=S)s1	4	6.5	2	17	2	-26	-2.1%	6	-19
Cc1cccc2c(=O)cc(CSc3ccccc3NC(=O)C(C)(C)C)[nH]c12	4	0.2	-2	.	2	4	-3.8%	-5	1
CCOC(=O)N1N=C(CC)CC1(O)C(F)(F)F (stereo not given)	6	-0.4	-10	5	0	38*	1.1%	4	6
O=Cc1ccc2c(c1)CCN2Cc1ccccc1	-7	-0.9	-6	5	2	12	4.7%	-6	3
COc1cc(C(C)=O)ccc1OCC(O)CNCC1(N2CCCCC2)CCCCC1 (stereo not given)	-10	0.1	2	7	2	-8	2.5%	-7	6
CCOC(=O)c1ccc(NC(=O)CSc2nc(-c3ccc(OC)cc3)cc(C(F)(F)F)c2C#N)cc1	-6	1.8	-10	.	16	-4	?	5	3
CC1CCN(S(=O)(=O)c2ccc3c(ccc(=O)n3CC(=O)NCc3ccc(Cl)cc3)c2)CC1	1	1.3	.	.	1	-1	-0.2%	-1	18
Cn1cnnc1SCC(=O)Nc1ccccc1	-1	1.0	.	-6	2	-4	-0.4%	6	4
Cc1ccc(NC(=S)N2CCCCC2)cc1C	1	0.1	0	10	2	6	-4.6%	8	-7
Cc1ccc(-n2c(=S)[nH]c3sc4c(c3c2=O)CCC4)cc1	1	-1.2	-1	-7	0	6	13µM*	-3	7
Cc1cccnc1Nc1ncnc(N)c1[N+](=O)[O-]	6	-0.1	-11	-17	2	2	3.3%	-1	-7
Cc1cc(NC(=O)CSc2nnc(-c3ccc4c(c3)OCCO4)o2)no1	-1	0.6	-4	16	0	3	5.7%	-3	-1
CS(=O)(=O)N1CCC(C(=O)NCc2ccncc2)CC1	-3	0.5	-2	20	4	-2	0.0%	10	28
Cc1cc(C(=O)N/N=C/c2ccco2)n[nH]1	11	1.9	-9	-29	2	-16	-2.1%	2	4
Cc1ccc(CNC(=O)c2ccc(CS(=O)(=O)c3ccccc3)o2)cc1	2	-1.2	7	18	7	-3	0.3%	15	-26
Cc1noc(C)c1C(=O)OCC(=O)c1c[nH]c2ccccc12	-2	0.4	-10	0	2	-1	0.3%	14	17
CC(C)CNS(=O)(=O)c1ccc(CCC(=O)NCCC2=CCCCC2)cc1	-2	.	-1	.	3	.	1.4%	-3	-16
O=C(O)c1ccc(NCc2cccs2)cc1	8	-0.3	-9	9	3	9	-0.3%	3	43
COC(=O)[C@@]1(Cc2ccc(OC)cc2)[C@H]2c3cc(C(=O)N4CCCC4)n(CCN4CCNC4=O)c3C[C@H]2CN1C(=O)c1ccccc1	1	0.1	.	11	0	3	-0.5%	2	0

mol	D1 PAM	D2 ag	RXFP1 antag	D2 antag	D1 agonist	D2 potentiator	RXFP1 agonist	TRHR PAM	D1 antag
CC(CCc1ccccc1)NC(=O)COC(=O)C1=COCCO1 (stereo not given)	2	-0.6	.	-8	3	-14	0.7%	5	-18
COc1cccc(CNC(=O)C2CCN(C(=O)c3cnn(-c4ccccc4)c3-n3cccc3)CC2)c1	-3	0.5	.	.	-2	-3	-0.4%	0	-5
O=C(NCCO)/C(=C\c1cccs1)NC(=O)c1cccs1	-6	-1.7	6	-1	3	7	-0.4%	8	-5
COc1ccccc1-c1nc2cc(NC(=O)c3ccccc3Cl)ccc2o1	1	-1.3	-16	.	4	4	2.6%	-4	4
C=CCn1c(=NC(=O)c2sc3ccccc3c2Cl)sc2cc(S(N)(=O)=O)ccc21	7	0.5	-10	-3	0	8	18%	7	4
COCCN(CCOC)Cc1c(C)[nH]c2c(C)c(C)ccc2c1=O	5	0.4	7	20	0	-8	0.2%	11	10
Cc1c(Cl)cccc1NC(=S)N(Cc1ccco1)C(C)c1ccccn1 (stereo not given)	-3	0.6	8	16	1	-1	0.2%	1	-9
CCCCNC(=O)c1cccc(-n2cnc3cccnc32)c1C	-1	0.4	-7	.	0	-4	-0.4%	-2	1
O=C(c1cc2sccc2n1Cc1ccccc1)N1CCCc2ccccc21	-1	.	-10	.	4	.	1.6%	-5	-14
C/C(=N\NC(=O)COc1ccccc1-c1ccccc1)c1cccnc1	3	1.4	-20	7	1	5	1.4%	-3	9
CCOCCCNS(=O)(=O)c1ccc(NC(=O)C2CC(=O)N(c3ccc(C)cc3)C2)cc1 (stereo not given)	-2	1.2	13	1	2	-3	1.4%	2	14
Cc1c(-c2ccccc2)nc(N)c(C#N)c1-c1cccs1	-3	.	-21	-5	1	-1	16%	-1	-14
O=C(Nc1ccc(S(=O)(=O)Nc2ncccn2)cc1)c1cc([N+](=O)[O-])ccc1Cl	2	-0.2	5	3	4	14	0.2%	-4	9
CN(CCC#N)C(=O)COC(=O)c1cc(Cl)cc(Cl)c1N	-3	.	20	.	1	.	6.2%	-8	0
CCOC(=O)[C@H]1[C@H]2COc3ccccc3[C@@H]2N2C(=O)CNC(=O)[C@@]12C	2	-0.4	.	-9	0	10	-0.6%	3	-6
CCOC(=O)c1c(C)[nH]c(NC(=O)Nc2ccc(NC(C)=O)cc2)c1C	-1	-0.1	-1	20	1	9	-2.9%	-1	-21
Cn1c(SCC(=O)NNC(=S)Nc2ccccc2)nnc1-c1ccncc1	-1	-0.5	.	6	1	3	2.8%	17	-27
CCCOc1ccc(/C(O)=C2/C(=O)C(=O)N(CCCOC)C2c2cccnc2)cc1 (stereo not given)	1	-2.5	8	-4	4	14	-0.7%	6	-2
O=C(CSc1nc2ccccc2c(=O)n1-c1ccc(F)c(Cl)c1)Nc1cccc(S(=O)(=O)N2CCOCC2)c1	-3	2.4	3	13	5	0	3.3%	-4	-11
CCCc1nnc(SCC(=O)Nc2ccc(OC)cc2)o1	6	-0.2	1	4	1	-10	4.3%	1	-5
CC1(C)Cc2sc3c(=O)[nH]c(=S)[nH]c3c2CO1	-5	0.3	-3	-11	2	-3	13%	8	6
CCN1C(=O)[C@H]2[C@@H](c3ccc(-c4ccc(Cl)c(Cl)c4)c(OC)c3)N[C@@](C)(C(=O)OC)[C@H]2C1=O	10	4.1	.	10	3	1	1.1%	-1	2
CC1(C)CC(=O)C2=C(C1)NCN(Cc1ccccc1)C2	-10	1.0	-14	18	1	5	1.7%	0	-1
O=C(CCN1C(=O)/C(=C/c2cccs2)SC1=S)Nc1ccc(O)cc1	-11	1.1	-9	-17	12	11	3.9%	6	-24
Cc1cccc(NC(=O)NC2CC3CCC(C2)N3Cc2ccco2)c1 (stereo not given)	-6	0.3	1	14	1	-25	3.7%	-3	8

# Reprinted from above for reference:
mol	D1 PAM	D2 ag	RXFP1 antag	D2 antag	D1 agonist	D2 potentiator	RXFP1 agonist	TRHR PAM	D1 antag
Cc1c(Cl)cccc1NC(=S)N(Cc1ccco1)C(C)c1ccccn1 (stereo not given)	-3	0.6	8	16	1	-1	0.2%	1	-9
CCCCNC(=O)c1cccc(-n2cnc3cccnc32)c1C	-1	0.4	-7	.	0	-4	-0.4%	-2	1

# (list continues)
mol	D1 PAM	D2 ag	RXFP1 antag	D2 antag	D1 agonist	D2 potentiator	RXFP1 agonist	TRHR PAM	D1 antag
COc1cc(OC)cc(C(=O)NCCn2ccc3ccccc32)c1	-5	-1.5	8	-1	3	-13	1.8%	-3	-16
CCCCNC(=O)c1ccc(SCC(=O)N(CC)CC)c([N+](=O)[O-])c1	6	-0.7	-17	7	1	2	2.6%	-4	1
O=C(CNCc1ccc(Cl)cc1)N1CCc2ccccc2C1	1	.	-3	.	4	1	-0.3%	4	6
CCN(CC(=O)Nc1ccc(NC(C)=O)cc1)C(=O)c1oc2ccccc2c1C	-6	0.3	-1	8	0	2	-1.4%	-5	0
C=CCNC(=O)c1c(Cl)cccc1Cl	-4	1.2	10	0	1	-3	-2.5%	-2	-14
COc1ccc(S(=O)(=O)Nc2cc(C(=O)NCCCN3CCOCC3)ccc2N2CCOCC2)cc1	-8	0.7	4	-15	2	3	0.8%	15	-5
CCOc1ccc(NC(=O)c2nn(C)c3c2CS(=O)(=O)c2ccccc2-3)cc1	-2	4.8	3	.	4	.	-2.4%	8	13
N#Cc1c(-c2ccc(Cl)cc2)ccn2nc(C3CCCCC3)nc12	-4	1.0	-4	0	-3	-3	2.1%	-4	-31*
CCC(=O)Nc1cc2c(cc1C(=O)CC)OCCO2	-4	-2.0	.	-1	-1	11	0.0%	1	-1
Cc1sc2nc(-c3ccccn3)[nH]c(=O)c2c1-c1ccccc1	-5	3.0	?	14	5	10	-1.0%	-3	16
COC(=O)[C@H](C)NC(=O)/C=C/c1ccc(OC)cc1	-1	0.1	-6	-4	0	-8	-0.6%	-3	5
COC(=O)c1cccc(N2C(=O)c3ccccc3S2(=O)=O)c1	-3	0.0	4	-6	8	-5	0.5%	5	-14
CC(C)[C@H](N)C(=O)N1CCC(C(=O)N[C@@H](Cc2ccccc2)C(=O)NCc2ccc(F)cc2)CC1	1	0.5	8	5	0	-4	4.9%	1	-5
CN1CCN(S(=O)(=O)c2ccc(Oc3ccc(F)cc3Br)nc2)CC1	-13	1.6	-2	5	1	10	0.5%	-1	-16
Cc1ccc(CNC(=O)CN(C(=O)C2(C)CC(=O)N=C3C=CC=CN32)c2cccc(C)c2C)cc1 (stereo not given)	0	0.1	-14	3	5	0	3.9%	17	2
COCC(=O)N(Cc1cc2cc(C)ccc2[nH]c1=O)c1cccc(C)c1C	1	0.3	-6	6	4	5	1.4%	3	-13
O=C(c1ccc(Cl)cc1)N1CCCC(c2ccccc2)=N1	0	-0.6	19	6	2	2	4.1%	-9	15
Cc1ccccc1NC(=O)Cc1nnc(SCC(=O)N2CCN(c3ccccc3)CC2)n1C	-6	0.0	-7	13	1	3	0.1%	19	3

# Only part of the results is shown; rates above refer to the full screens.
